# Screening results: PubChem BioAssay, The Scripps Research Institute Molecular Screening Center
# OXTR potentiate – human OXTR potentiators, primary screen, fluorescence, CHO-OTR cells, Fluo-8 calcium; actives 0.061% (n = 320,000); Fluo-8 calcium fluorescence, potentiator mode; 0% = oxytocin EC15, 100% = EC100; activation, % at 3 µM;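 active means activation above that plate's cutoff, the mean activation of tested compounds plus 3 SD, cut at about 6.6% in these data, passing the limit was not always enough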;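 further: 100% uses oxytocin at 75 nM as the full agonist control; some results filed as inactive read as strong as hits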
#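 assay system = CHO-OTR cells, human receptor | schedule = compound 6 min at room temperature before oxytocin, 100 s read | detection = Fluo-8 intracellular calcium fluorescence, ex 470-495, em 515-575 nm | evaluation = normalized max/min fluorescence ratio, % activation | control set = EC15 oxytocin alone as 0%, 75 nM oxytocin (EC100) as 100%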
# CHO parental Ca – ATP-evoked calcium signal inhibitors, parental CHO, primary screen, counter-screen for OX1R antagonist project, cell-based, fluorescence, Fluo-8 calcium dye; actives 0.63% (n = 330,000); parental CHO-K1, ATP-induced calcium, Fluo-8 fluorescence; inhibition, % at 5.6 µM;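 active means inhibition above that plate's mean sample inhibition plus 3 SD, cut at about 26% in these data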;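 further: 0% = ATP-challenged DMSO wells and 100% = DMSO wells without ATP; some compounds past the cut are filed as inactive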
#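 Measured by: calcium-sensitive Fluo-8 fluorescence / Test system: CHO parental line / Controls: ATP-challenged DMSO wells low, unchallenged DMSO wells high / Measure: % inhibition / Compound: single nominal dose of 5.6 µM per compound / Replicates: single well per compound, no replicates / Reagent: ATP as calcium-mobilizing challenge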
# OXTR agonist – human OXTR agonists, primary screen, fluorescence, CHO-OTR cells, Fluo-8 calcium; Oxytocin receptor (Homo sapiens), P30559; Fluo-8 calcium fluorescence; normalized: DMSO 0%, oxytocin 100%; AID 2435, 2010; actives 0.32% (n = 320,000); activation, % at 3 µM;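 active means activation above the mean of all tested compounds plus 3 SD, cutoff set per screening run, cut at about 20% in these data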;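 further: peak over basal fluorescence ratio from a 100 s FLIPR kinetic read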
# M1 ag parental – counter-screen for M1 agonists: effect in parental CHO-K1 cells; Fluo-8 calcium fluorescence; scaled to maximal ATP response, vehicle zero; activation, % at 3 µM; actives 0.48% (n = 360,000); AID 602248, 2012; in the data active means activation above about 15%;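 further: untransfected CHO-K1 host cells lacking M1 receptor as counterscreen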
# V1aR counter – agonists of human V1a receptor, primary screen, counter-screen for OXTR agonist project, fluorescence, CHO-V1R cells; Vasopressin V1a receptor (Homo sapiens), P37288; Fluo-8 calcium fluorescence, agonist mode; 0% DMSO, 100% 3 nM vasopressin; activation, % at 3 µM; actives 0.25% (n = 320,000);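 active means activation above the mean activation of all tested compounds plus 3 SD, per screening run, cut at about 20% in these data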;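 further: signal is peak over basal fluorescence ratio across a 100 second FLIPR read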
# Target sequence (P37288 whole entry, looked up): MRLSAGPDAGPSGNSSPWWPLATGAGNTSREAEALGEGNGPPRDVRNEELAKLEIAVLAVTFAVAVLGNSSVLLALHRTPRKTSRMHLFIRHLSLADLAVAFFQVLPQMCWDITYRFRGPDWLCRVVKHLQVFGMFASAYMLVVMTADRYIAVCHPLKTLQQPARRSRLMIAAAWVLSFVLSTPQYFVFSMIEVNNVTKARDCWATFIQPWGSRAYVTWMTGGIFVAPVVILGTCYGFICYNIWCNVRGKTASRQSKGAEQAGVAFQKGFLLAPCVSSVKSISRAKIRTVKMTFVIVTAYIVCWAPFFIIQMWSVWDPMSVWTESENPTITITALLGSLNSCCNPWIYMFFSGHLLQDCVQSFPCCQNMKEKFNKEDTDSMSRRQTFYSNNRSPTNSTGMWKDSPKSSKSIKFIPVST
# TAAR1 antagonist – human TAAR1 antagonists, primary screen, Fluo-8 calcium fluorescence, CHO RD-HGA16 cells | Trace amine-associated receptor 1 (Homo sapiens), Q96RJ0 | actives 1.5% (n = 360,000) | antagonist | AID 624466, 2012 | inhibition, % at 3 µM;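 active means inhibition above a per-plate cutoff, the mean inhibition of test compounds on that plate plus 3 SD, cut at about 49% in these data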;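 further: 0% = DMSO plus EC80 beta-PEA response and 100% = DMSO alone without agonist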
#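 Test system: hTAAR1-expressing CHO RD-HGA16 cells, Gα16-coupled; Probe or stimulus: EC80 β-phenethylamine stimulus; Compound dosing: single nominal final test compound concentration of 3 µM; Timing: 140 s kinetic read after compound, 140 s after agonist; Signal: Fluo-8 calcium-sensitive fluorescence; Measure: % inhibition of agonist calcium response; Controls: DMSO and EC80 PEA controls.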
# CHO-K1 Ca PAM – nonselective calcium activators in parental CHO-K1 cells, primary screen, counter-screen for M1 PAM project, cell-based, Fluo-8 calcium fluorescence, full deck, 1536-well | actives 0.02% (n = 360,000) | activation, % at 3 µM | ATP EC20; 0% at ATP EC20, 100% at ATP max;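 active means activation above the run cutoff, the mean activation of all test compounds plus 3 SD, cut at about 40% in these data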;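 further: peak over basal fluorescence ratio in a 140 s read after ATP addition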
# CHO-K1 Ca antag – nonselective inhibitor or artifact in parental CHO-K1 cells | ATP-induced calcium, Fluo-8 fluorescence | inhibition, % at 3 µM | actives 0.6% (n = 360,000) | AID 602250;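 active means inhibition above a per-plate cutoff, the plate's mean sample inhibition plus 3 SD, cut at about 24% in these data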;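 further: 0% = DMSO plus EC80 ATP and 100% = DMSO alone without ATP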
# GPR7 antag – GPR7 receptor antagonists, primary screen, cell-based, fluorescence, single concentration; GPR7-expressing cells, fluorescence antagonist assay; actives 1.1% (n = 290,000); inhibition, % at 4.4 µM; in the data active means inhibition above about 16%, passing the limit was not always enough;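 further: cells stimulated with the agonist NPW; 0% = agonist with vehicle and 100% = vehicle without agonist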
# Target sequence (P48145 whole entry, looked up): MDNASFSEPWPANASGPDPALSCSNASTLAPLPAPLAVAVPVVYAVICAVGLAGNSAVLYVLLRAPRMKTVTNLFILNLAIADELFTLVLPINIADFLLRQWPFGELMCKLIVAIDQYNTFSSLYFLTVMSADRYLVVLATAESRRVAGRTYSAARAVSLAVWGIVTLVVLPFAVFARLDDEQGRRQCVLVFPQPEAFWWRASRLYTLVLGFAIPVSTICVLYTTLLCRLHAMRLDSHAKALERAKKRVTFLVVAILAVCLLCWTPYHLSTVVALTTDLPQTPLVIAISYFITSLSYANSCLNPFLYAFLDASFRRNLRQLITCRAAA
# * marks the source's active call; other numbers are inactive results; · = not tested or not shown; & = joins results of further samples.
cpd	SMILES	OXTR potentiate	CHO parental Ca	OXTR agonist	M1 ag parental	V1aR counter	TAAR1 antagonist	CHO-K1 Ca PAM	CHO-K1 Ca antag	GPR7 antag
1	COc1cc(/C=N/NC(=O)c2cc(C3CC3)[nH]n2)cc(OC)c1OC	-6	-5	-0.1	1.4	1.3	-20	-16	-21	5
2	O=C(NCCN1CCOCC1)C(=O)c1c[nH]c2ccccc12	-1	-8	0.7	1.0	-0.7	1	14	-13	-5
3	Nc1c(C(=O)c2ccccc2)sc2c1c(=O)[nH]c(=O)n2-c1ccccc1	-8	-12	-2.6	-0.5	-0.5	-17	0	-5	-3
4	c1ccc(Nc2cc(-c3ccccc3)nc3ncnn23)cc1	1	-12	-1.2	1.4	-0.7	-3	-7	-19	-1
5	COc1ccc(NC(=O)c2cccc3c(-c4cccnc4)coc23)cc1	·	·	·	6.1	·	36	1	-5	·
6	C=Cc1c(C)c2cc3[nH]c(cc4nc(cc5nc(cc1[nH]2)C(C)=C5CCC(=O)O)C(CCC(=O)O)=C4C)c(C)c3C=C	-1&-1	-15&-3	0.1&-1.2	0.3&0.0	1.1&-0.6	17	12&0	-5&4	·
7	CCOC(=O)NC(NC(=S)Nc1ccccc1[N+](=O)[O-])C(Cl)(Cl)Cl (stereo not drawn)	-8	-3	0.3	2.0	0.6	13	1	8	2
8	COc1cc(-c2nc(C(=O)NC3CCCCC3)cc3c2[nH]c2ccccc23)cc(OC)c1OC	-7	-14	-1.6	1.3	0.0	-10	-16	15	-7
9	COc1cccc(OCc2cc(/C=N/NC(=O)c3ccn[nH]3)ccc2OC)c1	-7	-13	-0.8	0.8	1.6	13	11	4	10
10	CCN(CC)S(=O)(=O)c1cccc(NC(=O)c2cncc(Br)c2)c1	-3	-33	0.6	5.0	1.7	6	12	-15	-9
11	CCOc1ccc(CC(=O)Nc2c(C(=O)Nc3ccccc3)oc3ccccc23)cc1OCC	-5	-24	-0.3	0.1	-0.8	30	-6	-18	-17
12	CC(C)COCC(CN(Cc1ccccc1)c1ccccc1)N1CCCC1 (stereo not drawn)	-7	-23	-0.4	1.1	0.8	-16	26	-5	46*
13	Cc1cccnc1NC(=O)C1c2ccccc2Oc2ccccc21	-3	-13	-0.2	0.8	0.2	-9	10	-4	-2
14	O=C1OCc2ccc(NC(=O)C3CC3)cc21	-6	-1	0.3	0.4	0.2	-11	7	6	-7
15	NS(=O)(=O)c1ccc(N2CCCC2=O)c([N+](=O)[O-])c1	-7	6	-0.2	-0.6	1.0	8	-8	4	-10
16	CCOC(=O)N1CCC(NS(=O)(=O)c2cc3c(cc2C)NC(=O)CO3)CC1	1	-9	0.5	0.0	-0.4	-2	18	10	-7
17	CC(C)(C)OC[C@H](NC(=O)c1[nH]cnc1C(=O)Nc1ccccc1F)C(=O)OC(C)(C)C	·	·	·	0.9	·	-9	14	-12	·
18	Cc1cc(C)cc(N(CC(=O)NC2CCC(C)CC2)S(=O)(=O)c2c(C)[nH]c(=O)[nH]c2=O)c1 (stereo not drawn)	0	8	1.1	1.0	0.1	-18	27	-20	-6
19	CC1(C)CC(=O)C(C=Nc2ccc3c(c2)OCO3)=C(O)C1	-2	-5	-0.4	1.4	-0.2	-1	26	-28	-1
20	COc1cc(C)c(S(=O)(=O)N2CCCC2)cc1C(C)C	4	-16	-2.4	0.6	-1.8	-18	-3	2	-12
21	N#C/C=C/C(=C\Nc1ccc(Cl)cc1)S(=O)(=O)c1ccccc1	-11	12	0.1	0.6	1.2	-5	9	-10	17
22	COc1cccc(C(=O)N2CCN(c3nc4cc(C)cc(C)c4cc3C#N)CC2)c1	·	·	·	1.4	·	0	5	2	·
23	O=C(Cc1ccccc1)NCC(=O)OCC(=O)c1ccc(OC(=O)c2ccccc2)cc1	-2	-13	1.3	0.6	1.6	-1	4	-2	15
24	O=C1C=C(NCc2ccco2)C2(CCCCC2)O1	-9	-8	-0.1	1.8	0.0	-1	2	15	-8
25	COc1ccc(CNC(=O)CN2CCN(S(=O)(=O)c3cccs3)CC2)cc1OC	-15	-15	0.0	2.0	0.1	-5	10	-11	2
26	COC(=O)c1ccccc1NC(=O)CN(c1cc(OC)ccc1OC)S(C)(=O)=O	-3	-19	0.4	0.6	-0.1	8	10	-3	-3
27	COc1ccc(C(=O)NCc2ncccc2C)cc1OC1CCN(C(C)=O)CC1	-5	-10	0.5	1.0	0.6	-19	9	-11	8
28	Cc1ccc(S(=O)(=O)NCCNC(=O)CN2CCOCC2)cc1	-2	2	0.0	0.1	0.5	-12	5	-3	1
29	COc1ccc(CNC(=O)COC(=O)c2n[nH]c3ccccc23)cc1	-13	-12	5.2	3.8	6.7	18	14	-4	-2
30	Cc1ccc(NC(=O)COC(=O)c2ccccc2F)cc1S(=O)(=O)N1CCCCC1	·	·	·	7.0	·	23	-13	-10	·
31	Nc1c(-c2ccccn2)cnn1-c1nc(-c2ccc(F)cc2)cs1	-10	5	0.3	-0.5	0.9	-19	-14	7	-11
32	O=C1CCCCCC1C1(O)C(=O)Nc2ccc(Br)cc21 (stereo not drawn)	-12	0	1.8	2.1	0.4	1	17	-2	-5
33	CCc1ccc(-c2cc3c(=O)n(CC(=O)NCCCN4CCN(CC)CC4)nc(C)n3n2)cc1	-5	-12	-0.3	-0.1	0.0	-7	11	-4	-5
34	CCS(=O)(=O)c1ccc2oc(Nc3ccc(OC)c(OC)c3)nc2c1	-8	-15	0.1	1.5	1.2	3	9	-9	5
35	Cc1cc(NS(=O)(=O)c2ccc(NC(=O)c3cc4c(=O)n5ccccc5nc4s3)cc2)nc(C)n1	·	·	·	0.3	·	-7	29	-17	-10
36	COc1ccc(C(C)(C)C)cc1NC(=O)c1c(C)noc1C	-7	-15	-2.3	-0.1	-1.7	7	16	-6	-15
37	CC12CN(C(=O)c3ccco3)CC(c3ccccc3)(CN(C(=O)c3ccco3)C1)C2=O	-18	-2	-0.3	0.1	0.1	0	16	-5	-10
38	COc1ccc2[nH]cc(S(=O)(=O)c3ccc(C)cc3)c2c1	-8	4	1.2	1.4	0.8	20	7	-9	-4
39	CCCCOc1ccc(C(=O)NCCc2cccs2)cc1	-17	-21	-2.9	-0.3	-0.4	·	12	-16	-4
40	O=C(NCC1COc2ccccc2O1)C1CCN(S(=O)(=O)c2ccc(Cl)cc2)CC1 (stereo not drawn)	-11	-17	9.0	8.5	8.7	51*	5	-20	·
41	COc1ccc([C@H]2CC(=O)C=C(c3cc4ccccc4c4ccccc34)C2)cc1	2	-22	0.8	0.5	0.1	-1	-13	-17	·
42	CCOC(=O)C1CCN(S(=O)(=O)c2ccc(-n3cnnn3)c(C)c2)CC1	-13	-4	5.7	1.6	5.8	22	-9	-14	-1
43	O=C(Cc1ccc(S(=O)(=O)N2CCOCC2)s1)NNC(=O)c1ccccc1Cl	-4	0	-0.4	0.0	-0.5	0	-7	9	·
44	COc1ccc(CCNC(=O)NC(C(F)(F)F)C(F)(F)F)cc1OC	-3	-7	-0.1	0.0	0.6	3	8	-4	3
45	CCN1C(=O)CSc2ccc(C(=O)NCc3ccc(OC)cc3)cc21	-4	-22	2.1	2.3	1.5	14	-6	1	13
46	COc1ccc(CN=C(N)N=C(N)N)cc1Cl	0	-3	1.0	0.6	0.1	2	22	-25	-10
47	Nn1c(SCC(=O)Nc2ccccc2Br)nnc1-c1ccco1	-1	-6	0.3	0.9	0.0	-12	-3	-15	-8
48	CN(c1ncc(C(F)(F)F)cc1Cl)N1C(=O)C2ONC3(C(=O)CC(C)(C)CC3=O)C2C1=O (stereo not drawn)	0	-18	0.7	-0.6	1.8	-11	-3	11	-16
49	COc1ccc(-c2oc3ncnc(NCCCN4CCOCC4)c3c2-c2ccc(OC)cc2)cc1	1	-17	1.1	1.9	1.5	7	17	-16	19
50	N#CC1=C(N)OC2=C(C(=O)CCC2)C1c1ccoc1 (stereo not drawn)	-2	-3	0.2	0.4	0.7	9	11	7	-3
51	CCN(C(=O)CSc1nnc(Nc2cccc(C)c2C)s1)C1CCS(=O)(=O)C1 (stereo not drawn)	-4	-1	-1.1	0.0	-0.9	-10	32	-15	-4
52	CCOc1ccc2nc3ccc4[nH]onc4c3c2c1	-7	-8	-0.4	0.4	0.0	26	-7	16	28*
53	O=C(COC(=O)COc1ccc(Cl)cc1)NC1CCCCC1	-5	1	0.9	-0.3	0.8	-2	-2	2	-5
54	O=C(Nc1ccc(NC(=O)c2ccco2)cc1)c1ccc2c(c1)OCO2	-6	-25	0.3	1.5	0.3	19	13	6	-9
55	CC1(C)CC(=O)C(/C=N/n2c(C(F)(F)F)nc3ccccc3c2=O)=C(O)C1	1	-9	-0.8	0.5	0.6	-10	12	-16	1
56	CCC(=O)NC1=C(C#N)C2(CCCC2)Cc2ccccc21	3	7	-1.5	0.6	0.1	-1	16	-5	-5
57	c1cnc(SCCOc2cccc3ccccc23)nc1	-16	-31	-2.2	0.3	-0.2	5	12	-11	5
58	CCOC(=O)N1CCN(C(=O)c2cn(C)c(=O)c3c2c2ccccc2n3C)CC1	-4	-17	0.6	1.2	0.8	-9	6	-4	-12
59	CCN(CC(=O)Nc1ccccc1C(F)(F)F)C(=O)CCOc1ccc(C)cc1	-5	-19	-0.1	3.9	-0.3	1	5	3	·
60	CCOC(=O)C1(CCOc2ccccc2)CCN(Cc2ccc(OC)c(COC)c2)CC1	-19	21	13	11	8.5	6	4	10	36*
61	Cc1cccc(NC(=O)CSc2nc3ccccc3c3nc(CCc4c(C)n[nH]c4C)nn23)c1	-2	-8	-1.8	4.6	0.8	51*	7	20	-5
62	Cc1cc(C)cc(N2CCCC2=O)c1	1	-9	0.7	-0.4	-0.7	10	-1	11	-3
63	Cc1ccc(CN2CCC(C(=O)Nc3ccc(Oc4cccnc4)cc3)CC2)cc1	·	·	·	5.9	·	0	7	-13	-13
